EPAC1 antagonist: antagonists of human EPAC1 | O95398 | Potency, µM (top dose mostly 115 µM), for the others: at the highest dose activity change, negative = inhibition, most hits filed as inhibitors | EPAC1 GEF assay, Rap1b-BODIPY-GDP exchange fluorescence | AID 720709 | hit rate 0.14% among 360,000;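 further: potency means the concentration at half of the fitted maximal effect; plate controls were vehicle for no effect and positive control for full effect; nearly all actives have a fitted effect of over 50% in size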
PLK1 PBD inh: inhibitors of human PLK1 polo-box domain binding; P53350; Plk1 PBD binding of FITC phosphopeptide, fluorescence polarization; Potency, µM, without a hit: max response, negative = inhibition, actives largely listed as inhibitors; hit rate 2.8% among 360,000; AID 720504; further: potency means the concentration at half of the fitted maximal effect; series mostly up to about 57 µM; on the % scale 0 is the no-effect control and ±100 the full control effect; nearly all actives have a fitted effect of over 65% in size
Target sequence (P53350 whole entry, looked up, the tested form may be a part): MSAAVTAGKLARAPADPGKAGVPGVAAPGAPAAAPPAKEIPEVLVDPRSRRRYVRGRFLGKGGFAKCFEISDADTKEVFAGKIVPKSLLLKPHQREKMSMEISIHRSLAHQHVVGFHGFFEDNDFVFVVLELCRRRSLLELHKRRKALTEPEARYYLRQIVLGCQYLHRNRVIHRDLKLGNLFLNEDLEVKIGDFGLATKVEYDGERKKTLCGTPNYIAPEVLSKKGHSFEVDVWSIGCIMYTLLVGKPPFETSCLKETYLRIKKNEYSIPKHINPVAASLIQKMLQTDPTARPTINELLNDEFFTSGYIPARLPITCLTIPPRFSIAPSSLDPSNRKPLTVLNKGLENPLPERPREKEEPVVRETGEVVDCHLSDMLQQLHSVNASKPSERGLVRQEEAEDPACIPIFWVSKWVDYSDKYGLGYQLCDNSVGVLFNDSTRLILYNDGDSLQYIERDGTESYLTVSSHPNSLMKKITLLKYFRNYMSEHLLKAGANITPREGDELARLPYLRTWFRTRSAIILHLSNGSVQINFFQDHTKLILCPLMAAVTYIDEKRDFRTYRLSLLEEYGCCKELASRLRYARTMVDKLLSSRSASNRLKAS
EPAC1 agonist: activates human EPAC1 exchange factor | hit rate 0.073% among 360,000 | O95398 | Potency, µM (top dose mostly 154 µM), for inactives: at the top dose activation, hits mostly activators | EPAC1 agonist qHTS, biochemical assay; response scale: 100% = response to 6.5 mM cAMP | AID 720707; further: potency means the concentration at half of the fitted maximal effect; nearly all actives have a fitted effect of over 60% in size
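Nucleotide exchange by EPAC1 (100 nM) on Rap1B–BODIPY-GDP (250 nM) in the presence of 50 uM GDP is tracked fluorescently at 480/540 nm over 30 min. Signals are normalized to a 6.5 mM cAMP control.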
WRN helicase inh: WRN helicase (human) inhibition. Q14191. WRN helicase unwinding, fluorescent forked duplex, kinetic. Potency, µM (titrated, usually from 114 µM), without a hit: top-dose activity change, negative = inhibition, hits mostly inhibitors. hit rate 0.46% among 360,000; further: potency means the concentration at half of the fitted maximal effect; on the % scale 0 is the no-effect control and ±100 the full control effect; nearly all actives have a fitted effect of over 55% in size
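Kinetic fluorescence helicase assay: unwinding of a quenched forked DNA duplex (100 nM final) with 2 mM ATP final raises red fluorescence (525/598 nm). Compounds sat 15 min at room temperature with 20 nM WRN beforehand.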
PI5P4Ka inh: blocks human PI5P4K alpha kinase activity. P48426. PI5P4Kalpha enzyme, ADP-Glo luminescence, 60 min; active compounds read low. max response, %. hit rate 1.2% among 330,000. AID 652105; active means max response of -50% or lower; inconclusive means between -30% and -50%; inactive means -30% or higher; further: value at the top dose of about 77 µM; on the % scale 0 is the no-effect control and ±100 the full control effect
Target sequence (P48426 whole entry, looked up): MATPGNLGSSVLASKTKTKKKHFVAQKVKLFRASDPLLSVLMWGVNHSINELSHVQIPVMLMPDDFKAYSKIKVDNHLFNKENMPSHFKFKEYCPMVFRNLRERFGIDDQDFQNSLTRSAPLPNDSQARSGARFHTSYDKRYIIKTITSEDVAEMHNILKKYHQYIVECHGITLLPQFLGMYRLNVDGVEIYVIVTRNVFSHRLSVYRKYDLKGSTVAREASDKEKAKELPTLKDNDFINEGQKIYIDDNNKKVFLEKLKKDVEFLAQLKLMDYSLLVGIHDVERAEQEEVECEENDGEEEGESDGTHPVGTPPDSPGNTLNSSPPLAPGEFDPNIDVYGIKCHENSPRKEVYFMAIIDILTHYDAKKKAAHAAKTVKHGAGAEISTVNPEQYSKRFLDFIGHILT
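qHTS, 1536-well: enzyme/substrate mix, compound by pin tool, 5 microM ATP final; RT 60 min; ADP-Glo reagents 1 (45 min) then 2 (30 min); luminescence.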
IL-2 act: IL-2 activation. IL-2 activation reporter assay, cell-based qHTS; stimulated with anti-CD3/CD4/CD28 beads; in transgenic mouse T cells. AID 652025. hit rate 0.065% among 360,000. activation, % (series mostly up to about 46 µM); in the data active means activation above about 50%; inconclusive means mostly about 30% to 49%; further: 0% is about no effect
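Quantitative HTS in unstimulated transgenic mouse T cells, with memory T cells as non-tolerant control and PMA/ionomycin as tolerance-bypass control. Compound pretreatment lasted 60 minutes before 18 h bead stimulation; EGFP/DsRed fluorescence read.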
CCT chaperon mod: changes cytosolic chaperonin activity; purified chaperonin ATPase assay, HTRF ADP detection, 30 min; activity change, % (no concentration beside the values), hits read low; hit rate 0.3% among 360,000; in the data active means activity change below about -30%; further: on the % scale 0 is the no-effect control and ±100 the full control effect
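Enzyme 40 or 20 nM (batch-dependent) in Tris pH 7.4/KCl/MgCl2/DTT; cpd 76 uM single point; ATP 10 uM; 30 min 37 °C; Transcreener ADP HTRF detection, 30 min RT; ratio 665/615.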
EPAC2 agonist: EPAC2 (human) agonism | EPAC2 activation, biochemical qHTS; response scale: 100% = 6.5 mM cAMP response | Potency, µM (titrated, usually from 154 µM), for the others: at the top dose activation, usual class: activators | hit rate 0.079% among 360,000 | AID 720711; further: potency means the concentration at half of the fitted maximal effect; nearly all actives have a fitted effect of over 50% in size
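Compounds were added across a concentration range to EPAC2 (100 nM), RAP1B-BODIPY-GDP (250 nM) and GDP (50 uM). After 5 min at room temperature, fluorescence was recorded at 5-min intervals for 30 min.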
Active calls of the source: *; ? = inconclusive; · = not tested or not shown; [ ] = another dose, or the depositor's remark. Unless noted, the call rests on the fitted dose curve; in most records, active means well fitted curve in the direction sought with a large enough effect; inconclusive means small, poorly fitted or top-dose-only effect, or another doubt; inactive means no such curve, though single readings can be large; an effect the other way counts as inactive or inconclusive.

SMILES	EPAC1 antagonist	PLK1 PBD inh	EPAC1 agonist	WRN helicase inh	PI5P4Ka inh	IL-2 act	CCT chaperon mod	EPAC2 agonist
CC(=O)OC[C@@H]1CN(Cc2ccccc2)C[C@H](n2cnc3c(NC(C)C)ncnc32)O1	-4%	-6%	-13%	0%	1	-0.4	-1.5	6%
Clc1cccc(OCCn2cncn2)c1Cl	-9%	-18%	-6%	2%	5	-0.5	-3.0	-2%
O=C(NC1CCCCC1)OC1CC2CC1[C@H]1CCCCN1C2=O (stereo not given in full)	16%	-3%	-6%	10%	4	-0.9	1.9	2%
CCN(c1ccccc1)S(=O)(=O)c1cccc(C(=O)NCCOc2ccccc2OC)c1	5%	-2%	10%	-6%	15	-6.5	-3.3	9%
CC(=O)Nc1ccc(NC(=O)CSc2nnc(-c3cc(C)[nH]n3)n2N)cc1	-30%	-4%	10%	-2%	5	-1.3	0.8	4%
CCOC(=O)c1cc(-c2ccc3c(c2)OCO3)nc2onc(C)c12	3%	-8%	9%	0%	2	14	1.3	9%
COc1cc(OC)c(C=O)c(OC(=O)N2CCOCC2)c1	14%	-5%	6%	-1%	0	0.4	0.9	8%
N#Cc1ccccc1S(=O)(=O)N1CCN(C(=O)c2cccc(S(=O)(=O)N3CCCC3)c2)CC1	18%	4%	-2%	4%	-4	-4.2	-4.1	0%
CCOc1ccc(NC(=S)N2CCC(C(=O)c3ccc(OC)cc3)CC2)cc1	13%	-8%	3%	-13%	4	2.3	-1.6	6%
CCc1ccc(S(=O)(=O)NCCc2csc(-c3cccnc3)n2)s1	1%	-4%	1%	-1%	5	-1.9	-12	1%
Cc1onc(-c2ccccc2Cl)c1C(=O)NNC(=O)c1cccc(F)c1	3%	0%	-6%	5%	4	-3.2	-6.3	-1%
COc1ccccc1NC(=O)c1c(Nc2ccccc2F)sc(C(=O)Nc2cccc(Cl)c2)c1N	-17%	-12%	-1%	-17%[57.1 µM]	-22	1.8	0.7	-4%
CCOc1ccc(N2C(=O)CC(Sc3nccc(C)n3)C2=O)cc1 (stereo not given)	0%	27µM*	2%	1%	5	-0.1	0.4	-1%
COCc1c(C(=O)N/N=C/c2ccc(C)o2)nnn1-c1nonc1N	-13%	-4%	-2%	9%	4	1.3	0.1	1%
CN(c1ccc(OCC(=O)NCCc2ccccc2)cc1)S(=O)(=O)c1ccc(Cl)cc1	-8%	-3%	-6%	-4%	11	-0.2	0.5	5%
O=S(=O)(c1ccc2c(c1)CCN2)N1CCCC1	10%	-8%	8%	4%	7	0.0	-1.5	11%
CC(C)(C)c1ccc(OCc2ccc(C(=O)NN)o2)cc1	7%	-7%	-6%	-7%	-1	0.4	-0.9	6%
O=C(NC1CCCCCC1)C1CCCN1S(=O)(=O)c1cccc2cccnc12 (stereo not given)	9%	-19%	-14%	16%	5	-1.1	-1.1	9%
COCCCNC(=S)Nc1ccc(OC(F)F)cc1C	11%	4%	-6%	6%	-2	0.6	-1.0	5%
COc1ccccc1CC(=O)Nc1ccc(OC)c(OC)c1	-9%	0%	-3%	-12%	-1	-0.7	2.1	7%
COc1cccc(CN(C)CCCn2ccc(NC(=O)OCc3ccccc3)nc2=O)c1	-3%	-3%	-11%	9%	0	-0.2	1.3	3%
CC(/C=C/c1ccco1)=N/NC(=O)CNc1ccccc1C	?	-18%	10%	-30%[57.1 µM]	?	-3.4	-3.2	3%
CC(C)N1CCC(N2CCN(CCCn3cccn3)CC2CCO)CC1 (stereo not given)	2%	-4%	-8%	7%	1	3.4	-1.6	5%
O=c1[nH]c2ccccc2nc1-c1c[nH]c2ccccc12	9%	-3%	0%	-2%	5	1.3	-2.0	-5%
CCOC(=O)C1CCCN(S(=O)(=O)c2ccc(S(N)(=O)=O)cc2)C1 (stereo not given)	-1%	4%	6%	-5%	6	0.3	-0.2	5%
Cc1ccc(N(CC(=O)NCc2ccccc2)C(=O)CCC(=O)Nc2ccccn2)cc1C	-20%	-4%	-5%	-6%	26	2.3	1.5	-5%
Cc1ccc(-n2c(SCC(=O)N(C)C3CCS(=O)(=O)C3)nc3ccccc3c2=O)c(C)c1 (stereo not given)	7%	-7%	4%	-6%	18	-4.6	-3.0	1%
COc1ccccc1-c1nc(C#N)c(N2CCCCCC2)o1	-3%	-2%	2%	4%	·	-0.1	-1.3	13%
COc1ccc(Nc2nnc(C)c3ccccc23)cc1C(N)=O	-2%	-8%	-1%	-8%	-4	1.4	-3.0	-5%
CCc1ccccc1NC(=O)CN(c1cccc(OC)c1)S(C)(=O)=O	-15%	30µM*	-8%	-4%	-1	-2.5	-3.1	3%
Cc1ccc(S(=O)(=O)N2CCC(=O)N(CCOCc3cccc(F)c3)CC2)cc1	-1%	-2%	-4%	-2%	2	1.8	-1.2	5%
O=C(Nc1ccc(S(=O)(=O)Nc2nccs2)cc1)C1CC(=O)N(c2ccc(Cl)cc2)C1 (stereo not given)	-13%	-7%	6%	-7%	3	0.0	1.6	8%
CCn1c(-c2cc(C3CC3)nc3ccccc23)n[nH]c1=S	-1%	-23%	-5%	5%	-23	-0.2	-0.9	-6%
O=C(O)c1cccc2c1C(=O)N(Cc1ccncc1)C2	8%	4%	9%	-12%	·	-1.3	1.0	3%
O=C(CSc1nnc(-c2ccccc2)n1-c1ccc(Cl)cc1)NC1CCS(=O)(=O)C1 (stereo not given)	-6%	-10%	3%	-3%	-4	-0.1	-1.8	19%
Cc1ccc(N2C(=O)C(Cl)=C(N3CCOCC3)C2=O)c(C)c1	-19%	-8%	-7%	0%	-12	-2.2	-0.3	8%
CCN(CC)CCNC(=O)CS(=O)Cc1nc(-c2ccccc2Cl)oc1C (stereo not given)	6%	-10%	10%	5%	·	1.9	-0.8	-3%
O=C(Nc1ccc2oc(-c3ccncc3)nc2c1)c1ccc2c(c1)OCO2	3%	-3%	-7%	-15%	-7	0.0	-1.1	?
COc1ccc(C(NC(=O)CNC(C)=O)C(=O)Nc2ccc(C(C)C)cc2)cc1 (stereo not given)	18%	-2%	4%	6%	·	-1.6	-1.9	0%
O=C(CCn1cnc2ccccc2c1=O)Nc1ccc(S(=O)(=O)N2CCCCC2)cc1	-14%	0%	0%	-2%	9	0.8	-0.1	2%

One compound at a time, as listed above. Order of values: EPAC1 antagonist, PLK1 PBD inh, EPAC1 agonist, WRN helicase inh, PI5P4Ka inh, IL-2 act, CCT chaperon mod, EPAC2 agonist
O=C(Nc1ccc(S(=O)(=O)Nc2nccs2)cc1)C1CC(=O)N(c2ccc(Cl)cc2)C1 (stereo not given) is entered as -13%, -7%, 6%, -7%, 3, 0.0, 1.6, 8%
COc1ccc(Nc2nnc(C)c3ccccc23)cc1C(N)=O is entered as -2%, -8%, -1%, -8%, -4, 1.4, -3.0, -5%

(listing goes on)
SMILES	EPAC1 antagonist	PLK1 PBD inh	EPAC1 agonist	WRN helicase inh	PI5P4Ka inh	IL-2 act	CCT chaperon mod	EPAC2 agonist
CCOC(=O)c1nc2ccccc2s1	20%	-2%	-3%	5%	1	2.9	1.9	-10%
O=c1c2c3c(sc2ncn1/N=C/c1ccncc1)CCCC3	-13%	?	1%	2%	-9	-0.9	-0.6	-2%
CN(C)c1ccc(NC(=S)Nc2ccc3c(c2)c(=O)n(C)n3-c2ccc(C(C)(C)C)cc2)cc1	-2%	27µM*	-24%	11%	?	-0.6	2.3	-9%
O=C(CCC1COc2ccccc2O1)Nc1cccnc1 (stereo not given)	13%	0%	2%	-2%	·	-0.7	0.4	3%
O=C(N/N=C/c1ccc(Cl)cc1Cl)c1ccc(-n2cnnn2)cc1	4%	-8%	17%	-1%	-4	-0.3	-1.5	1%
CC(C)n1c(=O)c2ccccc2n1Cc1cn(-c2ccc(Cl)cc2)nn1	2%	-13%	-5%	5%	0	0.9	-2.4	10%
Cc1cccc(C)c1NC(=O)c1ccc(-c2cc(F)ccc2F)o1	-23%	-4%	-4%	-7%	-13	-0.5	1.8	11%
CCn1cc(CNCc2ccc(OCC(O)CN(C)Cc3ccccc3)cc2)cn1 (stereo not given)	10%	-11%	2%	-5%	1	0.5	-0.4	8%
Cc1cccc(OCC(=O)Nc2ccc3c(c2)OCO3)c1C	6%	-7%	12%	1%	-2	-1.8	-1.2	22%
O=C(N/N=C/c1c(Cl)nc2ccccn2c1=O)c1cccnc1	6%	-2%	-4%	-11%	-5	0.8	-0.8	7%
Fc1ccccc1OCCCCCN1CCCC1	1%	-11%	14%	2%	-1	-2.0	-0.8	7%
CCCCCn1c2nc3ccccc3nc2c2c(=O)n(CC(C)C)cnc21	0%	-1%	-3%	5%	-7	-2.3	-1.0	-10%
CC(C)C(=O)Nc1ccc(NC(=S)NC(=O)c2ccc([N+](=O)[O-])cc2)cc1	6%	-7%	7%	1%	·	-2.0	0.9	-1%
CC(=O)NS(=O)(=O)c1ccc2c(c1)C(=O)c1cc(S(=O)(=O)NC(C)=O)ccc1-2	3%	1%	0%	4%	7	0.1	-3.2	-7%
Cc1cc(Cl)cc(Cl)c1OCCCCN(C)C	5%	-19%	8%	12%	8	-0.7	-1.6	17%
Cc1ccc(SCC(=O)OC(C)C(=O)N2CCc3ccccc32)cc1 (stereo not given)	-20%	-5%	2%	-14%	8	-3.5	2.4	14%
CCOc1ccc(NC(=O)CCn2nc(C)c(S(=O)(=O)N3CCCCC3)c2C)cc1	-5%	-29%	1%	8%	1	-1.0	-0.3	4%
CCCn1c(=O)[nH]c(=O)c2c1nc(-c1ccc(OC(F)(F)C(F)C(F)(F)F)cc1)n2CCOC (stereo not given)	-4%	-8%	-36%[inhibitor]	-9%	-9	-0.7	-2.1	-98%[inhibitor]
COc1ccc(S(=O)(=O)Nc2ccc(O)c(Sc3ncn[nH]3)c2)cc1	9%	-10%	12%	-8%	·	-2.6	-0.5	9%
N#Cc1ccc(NC(=O)CNc2cc(S(=O)(=O)N3CCOCC3)ccc2NCC2CCCO2)cc1 (stereo not given)	-19%	-11%	0%	1%	4	-0.4	-0.3	-17%
O=C1CN(S(=O)(=O)c2cc(C(F)(F)F)ccc2Cl)CCN1	8%	-27%	3%	-1%	8	-1.0	-2.2	-8%

Grouped by structure: the entries above containing a CF3 group.
SMILES	EPAC1 antagonist	PLK1 PBD inh	EPAC1 agonist	WRN helicase inh	PI5P4Ka inh	IL-2 act	CCT chaperon mod	EPAC2 agonist
CCCn1c(=O)[nH]c(=O)c2c1nc(-c1ccc(OC(F)(F)C(F)C(F)(F)F)cc1)n2CCOC (stereo not given)	-4%	-8%	-36%[inhibitor]	-9%	-9	-0.7	-2.1	-98%[inhibitor]
O=C1CN(S(=O)(=O)c2cc(C(F)(F)F)ccc2Cl)CCN1	8%	-27%	3%	-1%	8	-1.0	-2.2	-8%

Screening results (PubChem)

An excerpt; count on the stated rates, not on these rows.
